FUS suppressor: suppressors of FUS proteinopathy in yeast; S. cerevisiae FUS-expressing, growth rescue, OD600, 24 h; Potency, µM (titrated, usually from 76.6 µM), inactives show at the highest dose growth rescue (activation), actives largely listed as activators; hit rate 0.24% among 390,000; AID 1347120;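 also: potency is read from the fitted curve at half-maximal effect; plate controls were DMSO vehicle for no effect and reference control for full effect; nearly all actives have a fitted effect of over 55% in size; some results filed as inactive show a strong effect at the top dose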
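Absorbance at 600 nm, taken 24hr after compound addition, measured rescue of FUS-yeast growth at 30C. Induction used 2% galactose with seeding at OD 0.005. Controls: CP55940 from 92uM final, DMSO only.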
MmCpn inh: inhibitors of Methanococcus maripaludis chaperonin (MmCpn); purified Mm-Cpn ATPase, ADP Transcreener TR-FRET; Potency, µM (highest dose often 76.9 µM), for inactives: top-dose activity, negative = inhibition, usual class: inhibitors; hit rate 0.031% among 330,000; AID 504842; also: potency is read from the fitted curve at half-maximal effect; % is scaled to controls: 0 for no effect and ±100 for the full control effect; nearly all actives have a fitted effect of over 80% in size
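Inhibition of chaperonin ATP hydrolysis is measured as reduced ADP production, detected by competitive TR-FRET in which signal falls with ADP. Final enzyme 25 nM and ATP 10 uM, reacted 30 min at 37°C.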
Abeta yeast res: restores growth of yeast expressing A-beta42 peptide; Potency, µM (top dose mostly 46.1 µM), inactives show top-dose growth rescue, actives largely listed as activators; yeast expressing A-beta42, growth rescue, OD600, 48 h; response scale: 0% DMSO, 100% iron-clioquinol control; hit rate 0.063% among 410,000; also: potency is read from the fitted curve at half-maximal effect; nearly all actives have a fitted effect of over 55% in size
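Yeast A-beta toxicity model in growth medium with pinned compounds, 48 h at 30 C; growth read as absorbance at 600 nm. Normalized to FeCl3/clioquinol equimolar mix (positive) and DMSO (negative).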
PTHR1 agonist: agonists of human PTHR1 parathyroid hormone receptor | Q03431 | HEK293 GP2 PTHR1 cells, GloSensor cAMP luminescence, 1 h | Potency, µM (highest dose often 115 µM), for the others: top-dose activation, most hits filed as activators | hit rate 0.075% among 410,000 | AID 743266; also: potency is read from the fitted curve at half-maximal effect; nearly all actives have a fitted effect of over 55% in size; some results filed as inactive show a strong effect at the top dose; inactives centre near -15; many of its hits are not listed in these tables
Target sequence (Q03431 whole entry, looked up): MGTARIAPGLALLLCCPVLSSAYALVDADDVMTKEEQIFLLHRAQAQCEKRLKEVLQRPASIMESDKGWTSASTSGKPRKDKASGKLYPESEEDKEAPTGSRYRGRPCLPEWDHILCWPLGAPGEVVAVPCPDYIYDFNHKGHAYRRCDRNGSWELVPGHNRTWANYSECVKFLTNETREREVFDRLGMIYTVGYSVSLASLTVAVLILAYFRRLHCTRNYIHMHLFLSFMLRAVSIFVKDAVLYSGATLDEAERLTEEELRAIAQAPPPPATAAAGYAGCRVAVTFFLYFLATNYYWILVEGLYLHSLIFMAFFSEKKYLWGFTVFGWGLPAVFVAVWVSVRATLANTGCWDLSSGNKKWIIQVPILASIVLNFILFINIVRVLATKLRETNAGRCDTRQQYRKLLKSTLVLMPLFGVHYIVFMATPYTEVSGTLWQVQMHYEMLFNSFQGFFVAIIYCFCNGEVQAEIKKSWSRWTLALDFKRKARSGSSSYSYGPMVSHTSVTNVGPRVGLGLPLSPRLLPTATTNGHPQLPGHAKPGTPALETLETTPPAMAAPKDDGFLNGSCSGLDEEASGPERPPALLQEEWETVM
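HEK-293-derived GP2 cells expressing PTHR1 and a GloSensor cAMP reporter, 3,000/well, plated overnight, given luciferin plus IBMX (each 0.5 mM as added) for 1 h at 37 °C, then compound for 1 h at 37 °C. Luminescence was read after 15 min at room temperature.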
TDP-43 yeast inh: TDP-43 toxicity inhibition in yeast. hit rate 1.8% among 410,000. TDP-43 expressing yeast growth rescue, BacTiter-Glo, 24 h. Potency, µM (titrated, usually from 46.1 µM), for the others: at the top dose growth rescue (activation), hits mostly activators; also: potency is read from the fitted curve at half-maximal effect; % of control where 0% means no effect; nearly all actives have a fitted effect of over 50% in size
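Yeast cells expressing TDP-43 under galactose induction are exposed to compounds for 24 hr at 30 deg C. BacTiter-Glo luminescence measures growth, so protective compounds score as activators.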
GLP1R cytotox: cytotoxic in the GLP-1 receptor inverse agonist counter-screen | HEK293 cAMP-luciferase reporter cells, luminescence, 24 h | Potency, µM (top dose mostly 38.3 µM), inactives show at the top dose activity change, negative = inhibition, most hits filed as inhibitors | hit rate 0.13% among 410,000;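 also: loss of luciferase light is scored as toxicity; potency is read from the fitted curve at half-maximal effect; % is scaled to controls: 0 for no effect and ±100 for the full control effect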
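Step one: seed cells (200 cells/uL, DMEM with 10% Nu serum, 1% pen-strep). Step two: 12-hour incubation at 37 deg C. Step three: pin 23 nL compound, incubate 24 hr. Step four: add luciferase reagent, read luminescence 12 min later.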
GLP1R inv ag: inverse agonists of human GLP-1 receptor | HEK293 GLP-1R CRE-luciferase, luminescence, 24 h; GLP-1R form is constitutively active | hit rate 1.6% among 410,000 | Potency, µM (top dose mostly 38.3 µM), for inactives: top-dose activity change, negative = inhibition, actives largely listed as inhibitors | P43220; also: potency is read from the fitted curve at half-maximal effect; % is scaled to controls: 0 for no effect and ±100 for the full control effect; nearly all actives have a fitted effect of over 55% in size
Target sequence (P43220 whole entry, looked up): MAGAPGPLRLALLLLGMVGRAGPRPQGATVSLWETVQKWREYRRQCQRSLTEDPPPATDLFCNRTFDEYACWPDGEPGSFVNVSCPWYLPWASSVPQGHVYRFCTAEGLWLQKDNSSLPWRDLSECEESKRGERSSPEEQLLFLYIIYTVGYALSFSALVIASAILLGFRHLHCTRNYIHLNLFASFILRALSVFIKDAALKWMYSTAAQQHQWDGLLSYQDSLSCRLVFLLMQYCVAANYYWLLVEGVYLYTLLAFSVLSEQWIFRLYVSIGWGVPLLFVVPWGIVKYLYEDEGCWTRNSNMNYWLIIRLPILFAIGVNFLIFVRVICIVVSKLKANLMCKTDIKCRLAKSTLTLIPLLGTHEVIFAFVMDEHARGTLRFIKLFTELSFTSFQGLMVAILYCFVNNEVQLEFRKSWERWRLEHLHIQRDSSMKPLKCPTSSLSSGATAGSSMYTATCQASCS
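qHTS in 1536-well format: reporter HEK293 cells expressing constitutive GLP-1R activity in DMEM + 10% Nu serum, 24 hr with compounds at 37 deg C, luminescence read after 12 min with detection reagent.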
aSyn yeast inh: rescues yeast growth from alpha-synuclein toxicity. Yeast expressing alpha-synuclein, growth rescue, BacTiter-Glo, 24 h. Potency, µM (titrated, usually from 46.1 µM), for inactives: at the top dose growth rescue (activation), actives largely listed as activators. hit rate 0.14% among 370,000; also: potency is read from the fitted curve at half-maximal effect; % of control where 0% means no effect; nearly all actives have a fitted effect of over 65% in size
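Rescue of yeast growth: cells expressing toxic alpha-synuclein, induced in galactose at OD600 0.02, incubated with compound 24 h at 30 C. ATP luminescence quantified growth; inhibitors of toxicity appear as activators.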
Akt phos inh: inhibitors of Akt phosphorylation | Neuro2A IGF-stimulated pAkt S473 HTRF, 20 min; active compounds read low | activity change, % for hits at 50 µM | hit rate 0.32% among 360,000 | AID 651550; in the data active = activity change below about -80%; inconclusive = mostly about -51% to -80%; also: % is scaled to controls: 0 for no effect and ±100 for the full control effect
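Single-point screen (50 µM final compound) in Neuro2A cells stimulated 20 min with 6 nM IGF at 37 deg C. After lysis, Ser473-phosphorylated Akt read by HTRF (ex 330 nm, em 615/665 nm) as the 665/615 ratio.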
Active calls of the source: *; i = inactive; ? = inconclusive; . = not tested or not shown; [ ] = dose if it differs, or a comment. Unless noted, calls follow the shape of the dose curve; as a rule, active = well fitted curve in the direction sought with a large enough effect; inconclusive = small, poorly fitted or top-dose-only effect, or another doubt; inactive = no such curve, though single readings can be large; an effect the other way counts as inactive or inconclusive. An excerpt; count on the stated rates, not on these rows.

The line under a structure holds: FUS suppressor	MmCpn inh	Abeta yeast res	PTHR1 agonist	TDP-43 yeast inh	GLP1R cytotox	GLP1R inv ag	aSyn yeast inh	Akt phos inh
O=c1c(=NNc2ccccc2Cl)c(=O)c2ccccc12
    -9%	1%	-13%	-88%[inhibitor]	15%	1%	-17%	-1%	i
CN(C)S(=O)(=O)c1cc(C(=O)NCCCn2ccc3ccccc32)ccc1Cl
    ?	-15%	13%	i	24%	0%	-7%	2%	i
NC1CCN(c2c(F)cc3c(=O)c(C(=O)O)cn(C4CC4)c3c2Cl)C1 (stereo not given)
    15%	2%	-3%	?	-8%	5%	4%	-25%	i
CCc1ccc(/C=N/NC(=O)c2nnn(-c3nonc3N)c2CN2CCc3ccccc32)cc1
    30%	0%	2%	-9%	-6%	-5%	?	9%	i
CCOc1ccccc1OCC(=O)NC1CCCCC1
    -10%	2%	5%	-9%	17%	-10%	4%	.	.
COc1ccccc1N1CC(C)C(=O)NC1=S (stereo not given)
    3%	2%	8%	i	-6%	9%	10%	2%	i
CN(CC(=O)Nc1ccccc1C(=O)NC1CC1)Cc1ccco1
    2%	-7%	6%	-43%[inhibitor]	1%	10%	-3%	0%	i
Cc1ccc(C)c(S(=O)(=O)NC(C)C(=O)NCc2ccccn2)c1 (stereo not given)
    4%	2%	14%	-18%	-8%	-4%	9%	-7%	i
O=C(NNc1cc(Cl)cc(Cl)c1)c1cccs1
    15%	-8%	22%	-11%	-9%[1.82 µM]	-8%	?	23%	i
CCOC(=O)C1CN(S(=O)(=O)c2ccc(OC)cc2)c2cc(Cl)ccc2O1 (stereo not given)
    9%	1%	22%	i	9%	-14%	?	3%	i
C=CCn1c2ccccc2n2nc(C)c(=O)nc12
    -11%	-3%	-1%	-4%[57.5 µM]	-3%	20%	63%[activator]	-1%	i
CC(=O)CSc1nnc(-c2cnccn2)n1-c1ccccc1
    -3%	1%	4%	i	14%	3%	38%[activator]	1%	i
CCOc1ccc(OCC(=O)Nc2ccc(N3CCCCC3)cc2)cc1
    .	-1%	-9%	i	?	12%	-1%	-4%	i
CCN(CC)C(=O)c1[nH]cnc1C(=O)N[C@@H](CC(C)C)C(=O)OCc1ccccc1
    20%	.	-10%	-16%	-14%	-4%	-8%	-2%	i
COc1ccccc1C(=O)Nc1ccc(OCc2cc(=O)n3cc(C)sc3n2)cc1
    -12%	.	-2%	-7%	-5%	-14%	9%	.	.
COc1ccccc1N(O)C1CC(=O)N(c2ccc(Br)cc2)C1=O (stereo not given)
    ?	0%	-18%	-19%	28µM*	-4%	22%	-10%	i
N#CCCCSc1nnc(-c2ccc(Cl)cc2)n1-c1ccccc1
    3%	0%	-2%	-27%	7%	-18%	-8%	1%	i
CCOC(=O)c1cc(S(=O)(=O)N(C)c2ccccc2)[nH]n1
    -1%	.	-15%	-17%	-1%	-11%	0%	.	.
CCc1nnc(N/N=C/c2cc(C)c(C)cc2C)n1N
    15%	-1%	?	-11%	25%	-11%	4%	-10%	i
COc1cc(OC)cc(C(=O)N2CCC(C(=O)NCCc3ccccc3)CC2)c1
    8%	1%	4%	-16%	6%	1%	-3%	-2%	i
Cc1cc(Br)c(NC(=O)COn2nnc3ccc(S(C)(=O)=O)cc32)c(Br)c1
    9%	1%	-4%	i	16%	10%	-10%	-3%	i
CO/N=C/C(=N\Nc1cc(OC)cc(OC)c1)C(=O)c1ccccc1
    8%	0%	-1%	-35%[inhibitor]	-12%	-21%	-6%	-2%	i
O=C(CN1CCN(Cc2ccc3c(c2)OCO3)CC1)Nc1ccc(N2CCOCC2)cc1
    -23%	-2%	-10%	-1%	-7%	-1%	6%	-1%	i
COc1ccc(OC)c(CCNC(=O)Cn2ccc3cc(S(=O)(=O)N4CCCCC4)ccc32)c1
    35µM*	.	-11%	-68%[inhibitor]	-2%	-6%	-15%	.	.
CC(=O)c1ccc(S(=O)(=O)NCCCC(=O)NCCc2ccccn2)cc1
    0%	-8%	5%	-15%	0%	4%	2%	-1%	i
O=C(Cc1cccc2c(=O)cc(-c3ccccc3)oc12)OCCN1CCOCC1
    -7%	.	-13%	-24%	15%	-12%	-19%	0%	i
O=[N+]([O-])c1ccc(Oc2ccc(-c3nnco3)cc2)c(Cl)c1
    23%	2%	-5%	-8%	-1%	-1%	9%	2%	i
CCOCc1nnc(NC(=O)c2cccc(OC)c2)s1
    -10%	-1%	3%	-11%	12%	2%	1%	-2%	i
CN(C(=O)CCN1C(=O)c2ccccc2C1=O)C1CCCCC1
    26%	1%	6%	?	-13%	8%	5%	3%	.
COc1ccc(-n2nc3c(c2NC(=O)c2ccc(N4C(=O)CCC4=O)cc2)CSC3)cc1
    38%	-4%	0%	i	5%[9.22 µM]	3%	12%	-3%	i
COc1ccccc1NC(=O)Cn1ccn(-c2cc(C)cc(C)c2)c(=O)c1=O
    1%	.	9%	i	12%	0%	0%	.	.
Cc1nnc(SCC(=O)Nc2ccccc2)c2ccccc12
    1%	0%	12%	-12%	-9%	17%	45%[activator]	7%	i
Cc1ccccc1CNC(=O)Cc1ccc(NC(=O)N2CCCCc3ccccc32)cc1
    16%	.	2%	i	16%	-1%	?	.	.
O=C(NCc1ccccc1)C(Cc1ccccc1)N1C(=O)C2C3CCC(C3)C2C1=O (stereo not given)
    20%	0%	1%	i	-4%	4%	0%	1%	i
CC(C)(C)N(NC(=O)OCc1ccccc1)C(=O)c1ccccc1Cl
    .	-7%	2%	-15%	0%	32%[activator]	?	10%	i
CS(=O)(=O)c1ccccc1C(=O)N(CCc1ccccc1)Cc1ccccc1
    43%	2%	17%	-18%	14%	19%	?	-2%	i
Cc1nc(-n2nnc(CO)c2CO)nc2c1CCC2
    10%	0%	-6%	i	10%	4%	-9%	-5%	i
Cc1ccc(N(O)C(=O)OCCNC(=O)Nc2ccccc2)cc1
    7%	1%	13%	-6%[57.5 µM]	-3%	-11%	-26%	-2%	i
CCC(C)NC(=O)Cn1c(=O)n(CC2CCC(C(=O)NC)CC2)c(=O)c2sccc21 (stereo not given)
    4%	.	-3%	4%	18%	10%	19%	.	.
CN(C)C(=O)COC(=O)c1ccccc1OCC(=O)Nc1ccc(SC(F)F)cc1
    26%	-10%	-9%	-8%	14%	8%	5%	2%	i
Cc1ccc(F)cc1NC(=O)c1cnccn1
    -10%	2%	-11%	i	8%	0%	2%	6%	i
CCCCc1ccc(CC2S/C(=C(\C#N)C(=O)N3CCOCC3)N(c3ccccc3)C2=O)cc1 (stereo not given)
    ?	-1%	9%	i	23%	4%	0%	5%	i
COc1ccc(F)c(CN2CCC(N3CCC(C(=O)N4CCOCC4)CC3)CC2)c1
    2%	0%	0%	i	9%	-5%[7.66 µM]	0%[7.66 µM]	5%	i
OC(c1ccc(-c2ccccc2)cc1)c1ncc(-c2ccc(F)cc2)[nH]1 (stereo not given)
    12%	.	7%	-94%[inhibitor]	-1%	?	?	-2%	i
CCc1noc(C)c1C(=O)OC(C)C(=O)Nc1ccccc1OC (stereo not given)
    1%	-19%	-5%	i	-6%	-2%	5%	1%	i
Cc1ccc(CNC(=O)C(=O)NCC(c2ccco2)S(=O)(=O)c2ccc(C)cc2)cc1 (stereo not given)
    0%	.	-16%	-30%	-8%	1%	14%	.	.
CCCCN(C(=O)c1cnc2n(c1=O)CCS2)c1ccccc1
    -5%	-1%	-1%	i	21%	4%	3%	3%	i
CCC(=O)N1CCCC(C)(C(=O)Nc2nccc3cccnc23)C1 (stereo not given)
    -18%	.	0%	-24%	29%	3%	14%	-1%	i
O=C(NCc1ccc(Cl)c(Cl)c1)c1cc(C2CCCCN2C(=O)c2ccccc2)on1 (stereo not given)
    40%	.	-4%	-15%	-1%	-12%	?	-1%	i
COc1cc(C(c2sc3nc(C)nn3c2O)N2CCN(c3ccccc3)CC2)cc(OC)c1OC (stereo not given)
    15%	-2%	2%	i	25%	6%	19%	-7%	i
CCN(CC)S(=O)(=O)c1ccc(Cl)c(NC(=O)COc2ccc(OC)cc2)c1
    -8%	1%	-8%	i	7%	6%	15%	3%	i
C=CCNC(=S)NNC(=O)c1cc(C)nc2ccccc12
    .	1%	14%	-14%	21%	-17%	2%	4%	i
COC(=O)c1ccc(/C=C/C(=O)OCC(=O)Nc2sccc2C(N)=O)cc1
    15%	-4%	-10%	-26%	-23%	-14%	1%	-3%	i
COc1ccc(OCC(O)CNCc2ccco2)cc1 (stereo not given)
    -13%	0%	11%	-23%[57.5 µM]	3%	-7%	2%	4%	i
CNC(=S)NC1CC2CCCC(C1)N2Cc1ccccc1OC (stereo not given)
    7%	-2%	14%	i	5%	-5%	-7%	-7%	i
O=S(=O)(c1ccccc1)N1CCN(c2ncnc3sc(-c4ccccc4)cc23)CC1
    11%	0%	-2%	-16%	-17%	9%	10%	-4%	i
Cc1ccc(CNC(=O)[C@H](C)[C@H]2C[C@]2(C)[C@H](NC(=O)OCc2ccccc2)c2ccccc2)o1
    21%	-4%	7%	-14%	13%	3%	?	4%	i

Source: PubChem BioAssay
